Source: PubChem (Icahn School of Medicine at Mount Sinai)
ROC1-CUL1 inh = inhibitors of human ROC1-CUL1 ubiquitin ligase activity. E3 ubiquitin-protein ligase RBX1 (Homo sapiens) + Cullin-1 (Homo sapiens), P62877+Q13616. in vitro K48 di-Ub FRET, acceptor:donor ratio, 45 min. inhibition, % at 10 µM. 140,000 compounds, 0.6% hits; in the data active means inhibition above about 25%
Target sequence (P62877 whole entry, looked up): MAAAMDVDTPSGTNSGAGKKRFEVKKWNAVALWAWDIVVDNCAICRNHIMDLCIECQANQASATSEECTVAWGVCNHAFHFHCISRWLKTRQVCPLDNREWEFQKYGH
Target sequence (Q13616 whole entry, looked up): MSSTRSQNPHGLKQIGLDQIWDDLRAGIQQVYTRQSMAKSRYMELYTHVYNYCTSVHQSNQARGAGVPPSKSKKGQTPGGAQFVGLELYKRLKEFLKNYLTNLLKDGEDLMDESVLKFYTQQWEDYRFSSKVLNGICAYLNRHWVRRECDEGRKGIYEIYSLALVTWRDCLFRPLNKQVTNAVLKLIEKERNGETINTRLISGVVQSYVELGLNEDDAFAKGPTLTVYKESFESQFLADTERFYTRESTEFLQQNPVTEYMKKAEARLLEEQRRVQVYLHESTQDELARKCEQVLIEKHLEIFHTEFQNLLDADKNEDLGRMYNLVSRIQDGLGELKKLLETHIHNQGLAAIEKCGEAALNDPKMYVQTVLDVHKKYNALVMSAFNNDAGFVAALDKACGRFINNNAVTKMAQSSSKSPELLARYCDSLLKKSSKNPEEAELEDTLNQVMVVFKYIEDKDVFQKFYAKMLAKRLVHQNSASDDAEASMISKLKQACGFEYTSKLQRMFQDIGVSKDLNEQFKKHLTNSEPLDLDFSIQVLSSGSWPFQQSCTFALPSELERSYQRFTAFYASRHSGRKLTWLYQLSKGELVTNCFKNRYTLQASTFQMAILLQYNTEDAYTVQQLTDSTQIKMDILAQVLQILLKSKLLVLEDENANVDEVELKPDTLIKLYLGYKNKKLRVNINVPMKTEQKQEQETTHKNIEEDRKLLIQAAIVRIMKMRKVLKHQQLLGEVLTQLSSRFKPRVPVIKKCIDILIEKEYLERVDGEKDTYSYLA
* hit, by the source's call.

cpd	smiles	ROC1-CUL1 inh
1	O=C(c1ccc(NC2CCCC2)nc1)N1CCCN(c2ncccn2)CC1	6.7
2	CCOC(=O)c1c(N2C(=O)C3C4C=CC(O4)C3C2=O)sc2c1CCCC2 (stereo unspecified)	-7.6
3	O=S(=O)(c1cccc(-c2nc3ccccc3s2)c1)N1CCCCC1	-0.9
4	CC1(C)Cc2nc(-c3ccccc3)nc(SCCO)c2CO1	-0.7
5	Cc1oncc1C(=O)Nc1cccc(Cl)c1C	-2.6
6	CCc1n[nH]c2c1CN(C(=O)c1nn3cc(C)cnc3c1Cl)CC2	4.3
7	CC1=NN(C(=O)c2cccc(COc3ccc(Cl)cc3Cl)c2)C(O)(C(F)(F)F)C1 (stereo unspecified)	-6.1
8	CCOc1ccc(-n2nnc(C(=O)N3CCOCC3)c2COC)cc1	-6.4

Additional entries follow:
cpd	smiles	ROC1-CUL1 inh
9	O=C1C2CCCN2C(=O)N1CCCCN1CCN(c2ccccc2)CC1 (stereo unspecified)	-1.3
10	O=C1c2c(Br)c(Br)c(Br)c(Br)c2C(=O)N1c1nc2c(Cl)cccc2s1	-6.0
11	Cc1nc2c(=O)[nH]c(=O)n(C)c2nc1C	0.7
12	N#CCc1ccsc1-c1sccc1CC#N	4.8
13	Cc1ccc(NC(=O)C2C(=O)CCn3c2nc2ccccc23)cc1 (stereo unspecified)	2.0
14	Cc1nc(CN2CCCC2=NC#N)n(-c2ccccc2)n1	7.5
15	Brc1ccc(CNc2ccccc2-n2c(-c3ccc(Br)cc3)nc3ccccc32)cc1	-9.1
16	CCN1C(=O)/C(=C\c2cccn2-c2ccc(O)cc2)C(=O)N(c2ccc(Cl)cc2)C1=S	-15.9

The list continues.
cpd	smiles	ROC1-CUL1 inh
17	Cc1ccc2c(C)c(C(=O)N(Cc3ccc(Cl)cc3)C3CCS(=O)(=O)C3)oc2c1 (stereo unspecified)	2.9
18	COc1ccc(C)cc1NC(=O)C(CCSC)NS(=O)(=O)c1ccc2c(c1)oc(=O)n2C (stereo unspecified)	-3.9
19	O=C(NNc1cccc(Cl)n1)Nc1ccc(F)cc1	-11.8
20	CCN(CC)C(=O)c1cccnc1N1CCN(C)CC1	1.4
21	O=c1c(-c2ccccc2Cl)c(C(F)(F)F)oc2cc(OCc3ccc(Cl)c(Cl)c3)ccc12	-1.1
22	Cc1nnc(NC(=O)Cc2cccs2)s1	0.9
23	CSc1cccc(NC(=O)COc2cccc3ccccc23)c1	-4.8
24	O=S(=O)(NCC(c1ccco1)N1CCN(c2ccccc2)CC1)c1ccccc1 (stereo unspecified)	-1.6

Following part.
cpd	smiles	ROC1-CUL1 inh
25	CCCNS(=O)(=O)c1cc(C(=O)NC(C)C)ccc1OC	0.6
26	CN1CCCC(CN(CCc2ccccc2)C(=O)c2ccc3c(c2)OCO3)C1 (stereo unspecified)	9.4
27	COc1ccccc1CN1CCN(C2CCN(C(=O)NC(C)C)CC2)C(=O)C1=O	-4.5
28	Cc1ccccc1C(=O)Nc1nnc(S(=O)(=O)N2CCCc3ccccc32)s1	4.6
29	COc1ccc2oc(=O)c(-c3nc(-c4cc(OC)c(OC)c(OC)c4)no3)cc2c1	0.3
30	CC1(C)CC2=C(CS1)C(=S)N(c1ccccc1)C(=N)C2C#N (stereo unspecified)	-6.8
31	CC(C)(CNc1nncc(-c2ccccc2)n1)N1CCOCC1	3.6
32	COc1ccc(CNC(=O)c2ccc(CNS(=O)(=O)c3ccc(OC)cc3)cc2)cc1	-6.7

Later entries.
cpd	smiles	ROC1-CUL1 inh
33	CCC1CCCCN1C(=O)CCC1(Cc2ccc(F)c(OC)c2)CCC(=O)N1 (stereo unspecified)	4.3
34	O[C@H]1CN(Cc2cc(F)cc(F)c2)C[C@@H]1N1CCN(c2ccccn2)CC1	5.9
35	O=C(C1CCN(C2CCN(Cc3nc(-c4ccccc4)cs3)CC2)CC1)N1CCCC1	-2.4
36	CCOc1cccc(C(=O)NC(C)CC)c1 (stereo unspecified)	8.3
37	Fc1ccc(-n2nnnc2-c2c[nH]c3c(Cl)cc(Cl)cc23)cc1	-7.3
38	Cc1ccccc1NC(=O)CSC1=Nc2ccccc2C2=NC(CCC(=O)NCc3ccccc3)C(=O)N12 (stereo unspecified)	10.4
39	COc1cc(C(=O)NCc2ccnc3ccccc23)ccc1OC1CCN(C(C)=O)CC1	3.0
40	CCCCNC(=O)c1nnn(-c2cc(Cl)ccc2OC)c1C	-6.3

More records.
cpd	smiles	ROC1-CUL1 inh
41	COCCN(C)c1nncc(-c2ccccc2)n1	-6.6
42	CSc1nc2c(cc1C#N)CCCC2	3.1
43	COc1ccc(S(=O)(=O)Nc2cc(C(=O)NC3CCCCC3)ccc2Cl)cc1	-4.1
44	CCCCc1nnc(-c2c(Cl)c(CC)nn2C)o1	-1.6
45	COc1ccc(NC(=O)Nc2sc3nc4n(c(=O)c3c2C)CCC(C)CC4)cc1OC (stereo unspecified)	11.5
46	Cc1ccccc1N(C)C(=O)c1noc2c1COc1ccccc1-2	-3.4
47	C=CCNC(=O)c1ccccc1NC(=O)CO/N=C(\C)c1cccs1	1.9
48	COc1c(Br)cc(Br)cc1C(=O)NCc1cccnc1	0.9

New compounds follow.
cpd	smiles	ROC1-CUL1 inh
49	CCOc1cc(CN2CCC(n3nccc3NC(C)=O)CC2)ccc1OC	-0.3
50	O=C(CCn1cnnn1)Nc1cc(C(F)(F)F)cc(C(F)(F)F)c1	3.2
51	Cc1cc(C)c(C#N)c(SCc2[nH]nc3c2C(c2ccccc2C(F)(F)F)C(C#N)C(=N)O3)n1 (stereo unspecified)	-7.9
52	CCOc1ccc(CNC(=O)Cn2cc3c(n2)-c2c(oc(C(=O)N4CCCC4)c2C)CC3)cc1	-3.7
53	CCCCC1Oc2c(Cl)cccc2N(O)C1=O (stereo unspecified)	9.9
54	Cc1cccc(C)c1NC(=O)CSCc1cnn(-c2ccccc2)c1-n1cccc1	2.6
55	N/C(=N/N=C/c1cccc(F)c1)c1cncc(Cl)n1	7.1
56	COC(=O)c1cc(NC(=O)CCc2c(C)nc3nc(C)nn3c2C)cc(C(=O)OC)c1	-6.1

More results follow.
cpd	smiles	ROC1-CUL1 inh
57	CC(C)(C)C(=O)Cn1c(=O)n(-c2ccc(Cl)c(Cl)c2)c(=O)c2c3c(sc21)CCCC3	9.9
58	Cc1ccc(CCNC(=O)CCCn2nc(C)c3c(C)n(-c4ccccc4)nc3c2=O)cc1	-4.8
59	CC(=O)N1CCC(N2CCOc3ccc(C(O)C(c4ccccc4)c4ccccc4)cc3C2)CC1 (stereo unspecified)	3.3
60	COc1ccc(C(=O)Oc2cc3c(C)cc(=O)oc3cc2Cl)cc1OC	3.9
61	COc1ccc(CNC(=O)Cn2nnc(-c3ccc(S(C)(=O)=O)cc3)n2)cc1	11.0
62	Cc1ccc(N2CC(C)Cn3c2nc2c3c(=O)n(C)c(=O)n2C)cc1Cl (stereo unspecified)	3.0
63	O=C(Nc1ccc(F)c(Cl)c1)N1CC=C(c2c[nH]c3ccccc23)CC1	1.1
64	CCC(=O)N1COC[C@@H]1Cc1ccccc1	3.5

(continued)
cpd	smiles	ROC1-CUL1 inh
65	O=C(CSc1ccccn1)N/N=C/c1cccs1	2.3
66	Cc1ccc(C)c(NC(=O)Cn2c(=O)n(-c3ccccc3C)c(=O)c3c2c2cc(C)ccc2n3C)c1	12.4
67	CCN1CCN(c2cc(C)c3cc(NC(=O)c4cc(Cl)ccc4OC)ccc3n2)CC1	-33.5
68	Cc1ccccc1-c1nnc(CN2CCN(c3ccccn3)CC2)o1	4.3
69	CCOCc1c(O)ccc2c([N+](=O)[O-])c(C)n(-c3ccc(OC)cc3)c12	-6.1
70	COc1ccc(C(=O)c2c(N)c(-c3nc(-c4ccc5c(c4)OCO5)cs3)c3ccccn23)cc1	3.2
71	C#CCOc1c(Cl)cc(/C=C2\SC(=Nc3ccc(C(=O)OC)cc3)N(C)C2=O)cc1OC	-3.6
72	CCCNS(=O)(=O)c1ccc(F)c(OC)c1	8.7

(list continues)
cpd	Compound	ROC1-CUL1 inh
73	CN(Cc1ccccc1)C(=O)c1ccccc1Cl	-0.1
74	CC1=NC(=S)NC(=O)C1C(C)C (stereo unspecified)	-7.0
75	Cc1cccc2c1[nH]c1nc(N/N=C\c3c4ccccc4cc4ccccc34)nnc12	-1.4
76	Cc1ccc(Cl)cc1-n1nnc(C(=O)Nc2ccc(F)cc2)c1C	7.6
77	CCc1cccc(NC(=O)Cn2c(=O)ccc3cc(S(=O)(=O)N4CCC(C)CC4)ccc32)c1	-0.4
78	CCOc1cc(CNC23CC4CC(CC(C4)C2)C3)cc(Br)c1OCC(=O)NC(C)(C)C	0.9
79	CC1CS(=O)(=O)C2C(Br)CCCC12 (stereo unspecified)	9.3
80	Cc1ccc(CCNC(=O)C(C)n2nc(C)c3c(C)n(-c4ccc(C)cc4)nc3c2=O)cc1 (stereo unspecified)	2.9
81	Cc1cnnn1-c1ccc(NC(=O)c2nnn(-c3ccc(F)cc3)c2C)cc1	0.9
82	CC(=O)Nc1sccc1C(=O)Nc1ccccc1	9.3
83	Cc1noc(-c2ccc(-c3noc(-c4ccc([N+](=O)[O-])c(C)c4)n3)cc2)n1	-1.0
84	O=C(NCC1(c2ccccc2)CCCC1)c1ccc(Cl)cc1	-1.6
85	O=S(=O)(Cc1ccccc1)Nc1cc(Cl)c(Cl)cc1Cl	-8.0
86	COc1ccc(CN2C[C@@H]3C[C@@H](c4ccc(-c5ccco5)cc4)N4CCC[C@@]34C2=O)cc1	9.5
87	COc1ccccc1CNC(=O)C(C)NS(=O)(=O)c1ccc(Br)cc1 (stereo unspecified)	5.7
88	Cc1[nH]c2ccccc2c1C(=O)C(=O)NC1CC(=O)N(c2cccc(F)c2)C1 (stereo unspecified)	1.1
89	CCc1ccc(C2C3=C(CC(C)(C)CC3=O)N(N3CCOCC3)C(=N)C2C#N)cc1 (stereo unspecified)	-4.4
90	CC(C)c1cccc(C(C)C)c1NC(=O)c1ccc(OCC(=O)N2CCCCC2)cc1	-2.2
91	CCC(C(=O)Nc1ccc(C(=O)OC)cc1)n1nc(-c2ccc(C)c(C)c2)ccc1=O (stereo unspecified)	2.5
92	COc1ccc(C(C)C)cc1S(=O)(=O)N1CCN(C)CC1	3.4
93	COc1ccc(CC2CN(C(=O)Cc3cccnc3)CCO2)cc1 (stereo unspecified)	-0.8
94	CC1CN(C(=O)Nc2cc(Cl)cc(Cl)c2)CC(C)O1 (stereo unspecified)	3.8
95	O=S(=O)(Nc1ccccc1F)c1cccs1	11.2
96	CCOC(=O)N1CCc2c(sc3c2c(=O)n(CCc2ccccc2)c(=O)n3Cc2c(F)cccc2Cl)C1	-4.1
97	CCc1ccccc1-n1c(C)cn2c3c(=O)n(CCOC)c(=O)n(C)c3nc12	1.1
98	O=C(O)c1cc(N=CC2C(=O)NC(=O)N(c3ccccc3)C2=O)ccc1O (stereo unspecified)	4.1
99	Cc1cccc(N2CCN(C(=O)Cn3ncc4c5ccccc5n(C)c4c3=O)CC2C)c1 (stereo unspecified)	0.7
100	CCN1C(=O)C(=Cc2ccc(OC)cc2OC)C(=O)N(CC)C1=S	1.9
101	COc1cc(-c2nnc(SCC(=O)N3CCCc4ccccc43)o2)cc(OC)c1OC	3.4
102	CCOc1cc(CN2Cc3ccccc3OC(C)C2)ccc1OC (stereo unspecified)	8.8

Following part
cpd	Compound	ROC1-CUL1 inh
103	CCCCNC(=O)c1c(C)cc(Cl)nc1Cl	-6.8
104	CC(C)COc1ccc(S(=O)(=O)NNC(=O)c2cc3ccccc3o2)cc1	2.3
105	CC12CCC(C(=O)Nc3cccc4cccnc34)(C(Br)C1=O)C2(C)C (stereo unspecified)	4.1
106	CC(C)c1ccccc1C(c1ccccc1)C1C(=O)c2ccccc2C1=O (stereo unspecified)	0.9
107	O=S(=O)(c1ccccc1)N1C[C@H](O)[C@@H](N2CCN(c3cnccn3)CC2)C1	-1.2
108	Cc1nc(NC(=O)NC(CCn2ccnc2C)c2ccccc2)n[nH]1 (stereo unspecified)	4.9
109	COc1ccc(C(=S)N2CCOCC2)cc1OC(=O)c1ccccc1Cl	-0.6
110	Cc1oc(-c2ccc(NC(=O)Cc3ccccc3)cc2)nc1CNC(=O)CCc1ccccc1Cl	-2.9
111	O=C(Nc1ccccc1F)c1cccc(Cl)c1	-4.0
112	COc1ccccc1N1CCC(N2CCN(C)C(CCO)C2)CC1 (stereo unspecified)	-4.9
113	Cc1ccc(-n2c(C)cn3c4c(=O)n(CCCO)c(=O)n(C)c4nc23)cc1C	-2.1
114	Cc1nc(N2CCN(C)CC2)ncc1C(=O)O	7.4
115	COc1ccc(OCC(=O)Nc2ccc(C(=O)OCc3cc(=O)n4nc(C)sc4n3)cc2)cc1	-6.7
116	CCc1ccccc1NC(=O)CCCSc1nc(-c2ccco2)cc(C(F)(F)F)n1	3.4
117	Cc1ccccc1C(=O)Nc1nc2c(s1)CC(C(C)(C)C)CC2 (stereo unspecified)	-2.8
118	COc1ccc(CNC(=O)Cn2c(=O)oc3cc(S(=O)(=O)N4CCCC4)ccc32)cc1	0.8
119	Cc1cc(C)n(C(=O)c2c(C(=O)O)cccc2[N+](=O)[O-])n1	-6.4
120	C=CCNC(=O)c1nnn(-c2ccc(OC)c(Cl)c2)c1C	-9.5
121	CC(C)(C)c1ccc(Oc2nc3ccccn3c(=O)c2/C=C(\C#N)c2nc3ccccc3[nH]2)cc1	4.2
122	CCc1ccc(C2c3c(oc4ccc(F)cc4c3=O)C(=O)N2CCc2ccc(OC)cc2)cc1 (stereo unspecified)	4.6
123	Cc1ccccc1NC(=O)CCn1nc(-c2ccccc2)c2ccccc2c1=O	-2.4
124	CCOc1ccccc1/C=C1\SC(=Nc2ccc(C(=O)OC)cc2)N(C)C1=O	-11.2
125	Cc1ccc(S(=O)(=O)Nc2cc3c(C(=O)OCc4ccccc4)c(C)oc3c3ccccc23)cc1	8.8
126	O=C(COc1ccc(Cl)cc1Cl)Nc1cccc2cccnc12	-13.6

An excerpt; the hit share may differ from the screen's.
